RNase H inhibition: RNase H inhibition, HIV 1 Gag Pol polyprotein, FRET biochemical assay, screening (AID 372); HIV-1 RT RNase H, FRET RNA/DNA substrate fluorescence; higher % means a stronger effect; one-dose inhibition, % at 10 µM; IC50 in µM for titrated hits; 100,000 compounds, 0.77% hits; in the data active = inhibition above about 50%
Numbers without * were called inactive.

SMILES	RNase H inhibition
COc1ccc(-n2c(C)nc(=O)c(-c3ccccc3)c2C)cc1	4%
CN(Cc1ccccc1)C(=O)CN(c1cccc(Cl)c1Cl)S(=O)(=O)c1ccccc1	29%
Cc1ccc(C(=O)c2cccc(NC(=O)/C=C/c3ccco3)c2)cc1C	32%
Cc1cccc(NC(=O)CC2S/C(=N\N=C\c3cccc(O)c3)NC2=O)c1C (stereo not drawn)	0%
COc1ccc(N2CCN(Cc3cc(OC)cc(OC)c3)CC2)cc1	28%
COc1ccc(NC(=S)NC(=O)c2ccc(C)c(C)c2)cc1Cl	16%
O=C(/C=C/c1ccc2c(c1)OCO2)Nc1ccccc1F	0%
CN(C)c1ccc(/C=C/c2nc3ccccc3c(=O)n2-c2cccc([N+](=O)[O-])c2)cc1	9%
CC(=O)OC1CCC2(C)C(=CCC3C2CCC2(C)C3CC3CCCCC32C(C)=O)C1 (stereo not drawn)	6%
C=CCc1cccc2cc(C(=O)NNC(=O)CC#N)c(=O)oc12	54%*
CN(C(=O)COc1ccc(Br)cc1Cl)c1ccccc1	18%
CCN(CC)S(=O)(=O)c1cc(C(=O)OC)ccc1Br	0%
O=C(c1ccc(F)cc1)N1CCN2C(=O)c3ccccc3C12c1ccccc1 (stereo not drawn)	15%
COc1ccc(C2/C(=C(/O)c3ccccc3)C(=O)C(=O)N2c2cccc([N+](=O)[O-])c2)c(OC)c1 (stereo not drawn)	9%
Cc1cc(OCC(O)CN2CCCC2)cc(C)c1Cl (stereo not drawn)	4%
COc1ccc(O)c(C=Nc2ccc(Cl)c3cccnc23)c1	7%
CCOc1ccc(N2C(=O)c3ccccc3NC2c2ccc(C)cc2)cc1 (stereo not drawn)	6%
Cc1csc(N/N=C/c2cccc(OCc3ccccc3)c2)n1	19%
O=C(Nc1ccccc1)c1ccc(NC(=O)c2ccc(C(F)(F)F)cc2)cc1	8%
O=C1NC(=Nc2ccccc2Cl)S/C1=C/c1cc(Br)cc(Cl)c1O	22%
CC(=O)NC(=O)NC(c1ccccc1)c1cccc(Cl)c1 (stereo not drawn)	0%
Cc1c(NC(=O)/C=C/c2ccc(Cl)cc2Cl)cccc1-c1nc2ncccc2o1	9%
CNC(=O)/C(C#N)=C\c1ccc(Sc2ccccc2)o1	20%
O=C(COc1ccc(Cl)cc1)Nc1ccc(Oc2ccccc2)cc1	16%
O=C(O)c1ccc(NS(=O)(=O)c2cccc3cccnc23)cc1	6%

Given comma-delimited: entries from further up
smiles,RNase H inhibition
O=C1NC(=Nc2ccccc2Cl)S/C1=C/c1cc(Br)cc(Cl)c1O,22%
Cc1cc(OCC(O)CN2CCCC2)cc(C)c1Cl (stereo not drawn),4%

Continued:
SMILES	RNase H inhibition
CCc1ccc(/C=C2/SC(=S)N(CCCC(=O)Nc3ccc4c(c3)OCO4)C2=O)cc1	5%
CC1=C(C(=O)OC2CCCCCCC2)C(c2ccc(Cl)c(Cl)c2)NC(=O)N1 (stereo not drawn)	45%
C(=N\N=C(c1ccccc1)c1ccccc1)/c1ccc2c(c1)OCO2	9%
CCC(C)OC(=O)C1=C(C)NC2=C(C(=O)CC(c3ccccc3)C2)C1c1cccnc1 (stereo not drawn)	5%
C=CCOc1c(Cl)cc(/C=C2/C(=O)NC(=O)N(c3ccccc3F)C2=O)cc1OCC	9%
C#CCOc1c(I)cc(C=O)cc1OCC	32%
O=C(NN1C(=O)/C(=C\c2cccc3ccccc23)SC1=S)c1ccc([N+](=O)[O-])cc1	13%
CCc1nnc(NS(=O)(=O)c2ccc(NC(=O)/C=C/c3cccc([N+](=O)[O-])c3)cc2)s1	5%
COc1cccc(C2/C(=C(\O)c3ccc(F)cc3)C(=O)C(=O)N2CCCCCC(=O)O)c1 (stereo not drawn)	1%
CCOc1ccc(OCC)c(C2C(C#N)=C(N)Oc3cc(O)ccc32)c1 (stereo not drawn)	12%
Cc1ccc(CN2C(=O)C(C)(C)N(C(=O)c3ccc([N+](=O)[O-])cc3)c3ccccc32)c(C)c1	0%
Cc1cccc(NC(=O)/C=C/c2cccc([N+](=O)[O-])c2)n1	5%
CC1(C)CC(=O)c2sc(NC(=O)/C=C/c3ccco3)nc2C1	13%
CC(C)n1c(CCCO)nc2ccccc21	0%
Cc1ccc(NC(=O)CCCN(C)S(=O)(=O)c2ccc(C)cc2)cc1	4%
COc1ccc(NC(=O)CN(c2ccc(Cl)cc2Cl)S(=O)(=O)c2ccccc2)cc1Cl	9%
CCCCOc1ccc(/C=N/Nc2nc(C)cc(=O)[nH]2)cc1	3%
Clc1cccc(OCCCCCCN2CCCC2)c1	7%
COc1cc2c(cc1OC)CN(Cc1ccc(F)c(F)c1)CC2	6%
Nc1nc(Oc2ccc(F)cc2)c(I)c(=O)[nH]1	4%
O=[N+]([O-])c1cc(C(F)(F)F)ccc1N1CCN(S(=O)(=O)Cc2ccccc2)CC1	7%
COC(=O)C1=C(C)NC(C)=C(C(=O)OC)C1c1ccc(Cl)cc1	4%
COCCOC(=O)C1=C(C)NC2=C(C(=O)CC(C)(C)C2)C1c1ccccc1Cl (stereo not drawn)	3%
CC(C)NC(=O)c1ccc(C(C)C)cc1	1%
Cc1ccc(S(=O)(=O)/N=C(/CSC(N)=O)Nc2ccccc2)cc1	2%

Entries shown so far that contain an NH in an aromatic ring, in the order listed:
SMILES	RNase H inhibition
CCCCOc1ccc(/C=N/Nc2nc(C)cc(=O)[nH]2)cc1	3%
Nc1nc(Oc2ccc(F)cc2)c(I)c(=O)[nH]1	4%

Later entries.
SMILES	RNase H inhibition
Clc1cccc(Cl)c1/C=N/Nc1ccc2ccccc2n1	0%
CN1CCN(C(=O)c2ccc(Cl)c(Cl)c2)CC1	6%
CCC(C)Sc1nc(O)c(C(C)CC)c(=O)[nH]1 (stereo not drawn)	14%
Cc1ccc(/C=N/Nc2nnc3c(n2)[nH]c2ccccc23)cc1	1%
COc1ccc(CNC2C3CC4CC(C3)CC2C4)cc1C (stereo not drawn)	10%
O=C1c2cccc3cccc(c23)C(=O)N1CC(=O)N1CCCc2ccccc21	7%
O=[N+]([O-])c1cccc(N=C(/C=C2\C=C(c3ccccc3)Oc3ccccc32)c2ccccc2)c1	22%
Cc1ccc(OCC(=O)Nc2cccc(C(F)(F)F)c2)c(C)c1	10%
Cc1ccc(-c2cc(-c3ccccc3)nc(N/N=C/c3ccccc3O)n2)cc1	21%
Cc1cc(NS(=O)(=O)c2ccc(Nc3nc(-c4sc(N)nc4C)cs3)cc2)no1	6%
CCOc1ccc(N2CC(=O)NC2=O)cc1	12%
C=COCCNC(=O)C(=O)NCc1ccccc1	3%
O=C(Nc1ccc2oc(-c3ccccc3F)nc2c1)c1ccc2c(c1)OCCO2	10%
COc1cccc(OCCCCOc2cc(Cl)ccc2Cl)c1	28%
COc1ccc(C)cc1NC(=O)CCC1CCCC1	0%
C/C(Cn1nnc([N+](=O)[O-])n1)=N/NC(=O)Cc1ccccc1	3%
COc1ccc(C(=O)/C=C/Nc2ccccn2)c(OC)c1	4%
O=C(Cn1c(O)c(N=NC(=O)C(=O)NCc2ccccc2)c2ccccc21)Nc1ccccc1	45%
O=C(Nc1ccc(Cl)c(Cl)c1)c1ccc([N+](=O)[O-])o1	0%
COc1ccc(CN2C(=O)NC(=O)/C(=C\c3cnc(-c4ccccc4)nc3)C2=O)cc1	9%
Cc1ccc(N=Cc2c(O)[nH]c(=S)[nH]c2=O)cc1	3%
O=C1CCCC2=C1C(c1ccc(O)cc1)Nc1ccc(C(=O)c3ccccc3)cc1N2 (stereo not drawn)	5%
O=C(COc1cccc(Cl)c1)N/N=C\c1cc2c(cc1Br)OCO2	14%
Cc1ccc(C(=O)NNC(=O)COc2ccc(C(C)(C)C)cc2)cc1	1%
CC(C)c1ccccc1NS(=O)(=O)c1ccc(Cl)cc1	2%
SMILES	RNase H inhibition
COc1ccc(C(=O)Nc2ccc(OC(F)(F)F)cc2)cc1Cl	0%
CC(NC(=O)Nc1cccc(Cl)c1)c1ccccc1 (stereo not drawn)	8%
CCOc1ccc(N(CC(=O)Nc2ccccc2Br)S(=O)(=O)c2ccc(SC)cc2)cc1	9%
CCOC(=O)C1CCCN(Cc2ccc([N+](=O)[O-])cc2)C1 (stereo not drawn)	0%
O=C(N/N=C/c1ccc(OCc2ccccc2)cc1)c1cnccn1	5%
COc1ccc(OC)c(N(CC(=O)Nc2cccc(Br)c2)S(C)(=O)=O)c1	0%
O=C(O)CCCN1C(=O)/C(=C/c2cccc(Br)c2)SC1=S	10%
C/C(=N\Nc1nc(-c2ccccc2)cc(-c2ccccc2)n1)c1ccc(O)c(C)c1	3%
COc1ccc(C2C(C(=O)OC(C)C)=C(C)N=c3s/c(=C\c4ccc5c(c4)OCO5)c(=O)n32)cc1 (stereo not drawn)	7%
CCOC(=O)C1=C(C)N=c2s/c(=C\c3ccc(OC)cc3OC)c(=O)n2C1c1c(OC)ccc2ccccc12 (stereo not drawn)	14%
Cc1cccc(OCC(=O)N/N=C\C=C\c2ccc3c(c2)OCO3)c1C	14%
CCCCN(CC)C(=O)Cn1c(=O)sc2ccccc21	21%
CCOc1ccccc1NC(=O)c1ccc(C)cc1	0%
CCOC(=O)c1c(NC(NC(=O)c2ccco2)C(=O)c2ccccc2)sc2c1CCCC2 (stereo not drawn)	2%
CCCCN1C(=O)NC(=O)/C(=C\c2cnn(-c3ccccc3)c2)C1=O	29%
CN1CCN(CC(=O)N2c3ccccc3C(C)(c3ccccc3)CC2(C)C)CC1 (stereo not drawn)	0%
CC(N=Cc1cccc([N+](=O)[O-])c1)C1COc2ccccc2O1 (stereo not drawn)	9%
Cc1ccc(/C=C2\SC(=S)N(CCC(=O)Nc3ccc(F)cc3)C2=O)cc1	47%
C/C(=N\N1C(=O)CN(Cc2ccccc2)C1c1ccc(Br)cc1)c1ccccc1 (stereo not drawn)	8%
O=C(/C=C/c1ccco1)c1cccc([N+](=O)[O-])c1	2%
O=C1C(Cl)=CC(=NS(=O)(=O)c2ccccc2)C=C1Br	26%
COc1ccc(/C=C(\C#N)C(=O)Nc2ccc(F)cc2)cc1OC	7%
CNc1ccc([N+](=O)[O-])cc1-n1cnc(-c2ccc(OC)cc2)c1	1%
Cc1ccccc1/C=C1\C(=O)NC(=O)N(c2ccc(Br)cc2)C1=O	1%
Cc1ccc(OCc2nnc(NC(=O)Nc3cccc(Cl)c3)s2)c(C)c1	18%

Given with each value named: entries from further up
> COc1ccc(C(=O)Nc2ccc(OC(F)(F)F)cc2)cc1Cl
  RNase H inhibition: 0%

> CC(NC(=O)Nc1cccc(Cl)c1)c1ccccc1 (stereo not drawn)
  RNase H inhibition: 8%

> CCOc1ccc(N(CC(=O)Nc2ccccc2Br)S(=O)(=O)c2ccc(SC)cc2)cc1
  RNase H inhibition: 9%

> CCOC(=O)C1CCCN(Cc2ccc([N+](=O)[O-])cc2)C1 (stereo not drawn)
  RNase H inhibition: 0%

Single values from the list.
RNase H inhibition, O=C(COc1cccc(Cl)c1)N/N=C\c1cc2c(cc1Br)OCO2 → 14%
RNase H inhibition, COc1cccc(C2/C(=C(\O)c3ccc(F)cc3)C(=O)C(=O)N2CCCCCC(=O)O)c1 (stereo not drawn) → 1%
RNase H inhibition, COc1cccc(OCCCCOc2cc(Cl)ccc2Cl)c1 → 28%
RNase H inhibition, CC(N=Cc1cccc([N+](=O)[O-])c1)C1COc2ccccc2O1 (stereo not drawn) → 9%
RNase H inhibition, C=COCCNC(=O)C(=O)NCc1ccccc1 → 3%

Carrying on.
SMILES	RNase H inhibition
CCC(C)NC(=O)C(=O)Nc1cccc(Cl)c1 (stereo not drawn)	7%
CC(C)Nc1nc(-c2ccccc2Cl)nc2ccccc12	4%
N#CC1C(=S)N=C2CCCCC2=C1c1cccs1 (stereo not drawn)	17%
COc1ccccc1CNC(=O)c1ccccc1Cl	0%
CCc1ccc(/C=C2\C(=O)NC(=O)N(c3ccc(Cl)cc3)C2=O)cc1	13%
Cc1ccc(C(=O)O/N=C(\N)Cc2cccs2)cc1[N+](=O)[O-]	11%
O=C(NC(=S)Nc1cc(Cl)ccc1Cl)c1cc(I)ccc1Cl	11%
COC(=O)C1=C(O)/C(=C\c2cccc(Oc3ccccc3)c2)N=C1C	18%
O=C1NC(=O)N(c2ccc(Br)cc2)C(=O)/C1=C\c1ccc(N2CCCCC2)cc1	18%
COc1ccc(/C=N/NC(=O)CCn2c3ccccc3c3ccccc32)cc1	13%
N#C/C(=C\Nc1ccc(Br)cc1)c1nc(-c2ccc(Cl)c(Cl)c2)cs1	1%
CC(=O)c1c(C)nc2ccc([N+](=O)[O-])cc2c1-c1ccccc1	9%
O=C1NN(c2ccc(Cl)cc2)C(=O)/C1=C\c1cc(I)cc(I)c1O	4%
Clc1cccc(-c2ccc(/C=N/n3cnnc3)o2)c1	15%
O=C(COC(=O)c1ccc(N2C(=O)C3C4C=CC(C5CC45)C3C2=O)cc1)c1ccccc1 (stereo not drawn)	3%
Cc1cc(Cl)ccc1OCC(=O)NNC(=O)Cc1cccs1	9%
O=[N+]([O-])c1ccccc1S(=O)(=O)NCCSc1ccccc1	33%
CC1=C(C(=O)Nc2ccc(C)cc2)C(c2ccccc2)NC(=S)N1 (stereo not drawn)	5%
COc1ccc(S(=O)(=O)N(CCc2ccccc2)CC(=O)NCC2CCCO2)cc1 (stereo not drawn)	2%
CC1=C(C(=O)OCC2CCCO2)C(c2ccccc2Cl)C2=C(CCCC2=O)N1 (stereo not drawn)	0%
CCN(CC)C(=O)C(=O)N/N=C/c1ccc(F)cc1	7%
Cc1cccc(-n2c(CCN3C(=O)c4ccccc4C3=O)nc3ccccc3c2=O)c1	13%
O=C(Nc1sc2c(c1C(=O)Nc1ccccc1)CCC2)c1ccccc1Br	11%
N/C(Cc1ccc([N+](=O)[O-])cc1)=N\OC(=O)c1ccccc1I	10%
Cc1cc(OCC(=O)NC2CCCCC2)ccc1Br	3%
Cc1ccc(OCCSc2nc3ccccc3c(=O)[nH]2)cc1	7%
Nc1ccc(Oc2ccc(-n3c(=O)c4cc5c(=O)n(-c6ccc(Oc7ccc(N)cc7)cc6)c(=O)c5cc4c3=O)cc2)cc1	17%
CCOC(=O)c1c(NC(=O)/C=C/c2ccc(OC)c(Br)c2)sc(C(C)=O)c1C	0%
O=P(CCNCc1ccco1)(c1ccccc1)c1ccccc1	5%
O=Cc1cn(CCOc2ccccc2)c2ccccc12	8%

Only part of the results is shown. The share of hits here may be higher or lower than overall.
